Compound activity as filed in PubChem BioAssay.
JMJD2A Tudor: blocks the human JMJD2A Tudor domain; Potency, µM (top dose mostly 114 µM), inactives show at the highest dose activity change, negative = inhibition, actives largely listed as inhibitors; 390,000 compounds, 4.4% hits; O75164; AID 504339; AlphaScreen JMJD2A-Tudor / H3K4me3 peptide binding; note: potency is the fitted concentration of half-maximal effect; % is set by controls: 0 for no effect and ±100 for the full control effect; nearly all actives have a fitted effect of over 50% in size
Target sequence (O75164 whole entry, looked up, the tested form may be a part): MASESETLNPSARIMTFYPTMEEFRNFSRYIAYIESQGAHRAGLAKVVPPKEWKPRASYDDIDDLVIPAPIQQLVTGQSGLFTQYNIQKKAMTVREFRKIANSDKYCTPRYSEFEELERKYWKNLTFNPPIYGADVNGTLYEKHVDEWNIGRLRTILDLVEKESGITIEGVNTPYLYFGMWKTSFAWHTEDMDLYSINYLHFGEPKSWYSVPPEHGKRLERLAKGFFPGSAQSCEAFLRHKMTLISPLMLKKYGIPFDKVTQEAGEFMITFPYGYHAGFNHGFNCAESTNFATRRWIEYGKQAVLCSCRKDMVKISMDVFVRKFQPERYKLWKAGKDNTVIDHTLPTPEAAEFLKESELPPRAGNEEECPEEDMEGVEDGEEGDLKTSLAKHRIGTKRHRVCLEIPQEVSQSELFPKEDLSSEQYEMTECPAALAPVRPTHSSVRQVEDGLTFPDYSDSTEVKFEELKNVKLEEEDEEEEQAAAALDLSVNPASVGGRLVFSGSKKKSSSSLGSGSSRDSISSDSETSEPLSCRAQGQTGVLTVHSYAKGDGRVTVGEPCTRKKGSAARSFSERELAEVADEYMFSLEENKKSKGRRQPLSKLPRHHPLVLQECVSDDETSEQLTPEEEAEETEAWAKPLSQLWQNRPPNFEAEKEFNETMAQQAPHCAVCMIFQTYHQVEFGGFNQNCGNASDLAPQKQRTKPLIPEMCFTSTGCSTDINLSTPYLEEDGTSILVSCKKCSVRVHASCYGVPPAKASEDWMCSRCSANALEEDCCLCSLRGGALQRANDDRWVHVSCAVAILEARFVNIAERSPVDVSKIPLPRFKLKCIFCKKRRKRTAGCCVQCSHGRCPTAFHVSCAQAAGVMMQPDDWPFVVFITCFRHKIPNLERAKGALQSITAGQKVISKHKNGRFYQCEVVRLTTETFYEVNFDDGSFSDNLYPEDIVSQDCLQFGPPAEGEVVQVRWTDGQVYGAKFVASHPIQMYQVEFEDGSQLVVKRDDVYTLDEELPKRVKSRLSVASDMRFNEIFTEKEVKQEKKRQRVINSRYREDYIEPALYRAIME
ERG-DNA inh: ERG Ets/DNA interaction inhibition. Potency, µM (series often up to 76.9 µM), for the others: top-dose FP activity, negative = inhibition, hits mostly inhibitors. fluorescence polarization, His-ERG Ets domain / labelled DNA. 370,000 compounds, 0.028% hits. AID 624246; active = well fitted inhibition curve with a large enough effect in the polarisation, with a control signal flat; inconclusive = small, poorly fitted or top-dose-only effect, or effect the other way, or a change in a side signal; inactive = no such curve, though single readings can be large or run the other way; the % refers to the polarisation;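 note: polarization taken with two DNA probes labelled with fluorescein and Texas red; potency is the fitted concentration of half-maximal effect; % of control where 0% means no effect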
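His-tagged ERG Ets domain (1 uM in the protein solution; 300mM KCl, 50mM Tris-HCl, 1mM EDTA, 1mM DTT, pH 7.5) received compound, then a probe mix of 5 nM fluorescein-DNA and 100nM Texas-615-DNA. Fluorescence polarization was read for both dyes.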
BAZ2B block: blocks human BAZ2B; AID 504333; Q9UIF8; 360,000 compounds, 4.4% hits; Potency, µM (doses to about 114 µM), inactives show top-dose activity change, negative = inhibition, hits mostly inhibitors; AlphaScreen BAZ2B-H3K14Ac peptide displacement; note: potency is the fitted concentration of half-maximal effect; % is set by controls: 0 for no effect and ±100 for the full control effect; nearly all actives have a fitted effect of over 60% in size
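BAZ2B (50 nM) with biotin-H3(5-23)K14Ac peptide (50 nM) in PBS pH 7.4, 0.01% Tween-20, preformed 30 min, then compound 30 min at room temperature; top concentration 110uM. AlphaScreen streptavidin donor/nickel chelate acceptor beads (10 ug/mL final), 20 min dark, signal read.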
PI4K2A inh: PI4K2A (human) kinase inhibition. Q9BTU6. purified PI4K2A, ADP-Glo luminescence, 1 h; hits give low values. activity change, negative = inhibition, % at 76.9 µM. 420,000 compounds, 0.13% hits. AID 1346378; in the data active = activity change below about -50%; inconclusive = mostly about -30% to -49%;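 note: -100% = wells without enzyme as full effect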
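Compounds are screened against recombinant PI4K2A using PI as substrate and ATP, the latter dispensed at 300 microM. Reactions run one hour at ambient temperature before ADP-Glo detection; full inhibition defined by wells lacking enzyme.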
G9a inh: blocks human histone lysine methyltransferase G9a | Q96KQ7 | G9a H3K9 monomethylation, AlphaScreen, 2 h | Potency, µM (series often up to 102 µM), for the others: top-dose activity, negative = inhibition, most hits filed as inhibitors | 350,000 compounds, 8.8% hits | AID 504332; note: potency is the fitted concentration of half-maximal effect; % is set by controls: 0 for no effect and ±100 for the full control effect; nearly all actives have a fitted effect of over 75% in size
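AlphaScreen detection with an anti-monomethyl H3K9 antibody quantified product after a 2 h room-temperature reaction containing 500 nM biotinylated H3K9 peptide, 20 µM SAM and 20 nM enzyme, which had been preincubated 15 min with compound.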
RGS4 inhibitor: inhibitors of human regulator of G protein signaling 4; P49798; Transcreener GDP fluorescence polarization, RGS4-accelerated GTP hydrolysis; Potency, µM (highest dose often 114 µM), without a hit: top-dose activity change, negative = inhibition, hits mostly inhibitors; 390,000 compounds, 0.039% hits; AID 504845; note: potency is the fitted concentration of half-maximal effect; % is set by controls: 0 for no effect and ±100 for the full control effect; nearly all actives have a fitted effect of over 75% in size; some results filed as inactive show a strong effect at the top dose
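MLSMR compounds (23 nl, pin-transferred) preincubated 10 min at room temperature with a 500nM (2x) first reagent, then RGS4 at 900nM (2x) plus Transcreener GDP mix added; fluorescence polarization (620/688 nm) read before and after 90 min at 30 °C.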
ALOX12 inh: inhibitors of human 12S-lipoxygenase ALOX12. purified 12hLO, xylenol orange hydroperoxide absorbance. P18054. Potency, µM (titrated, usually from 108 µM), without a hit: top-dose activity change, negative = inhibition, hits mostly inhibitors. 580,000 compounds, 1.1% hits; note: potency is the fitted concentration of half-maximal effect; % is set by controls: 0 for no effect and ±100 for the full control effect
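Purified human 12hLO (150 nM final) in 25 mM Hepes, 0.01% Triton X-100, pH 7.0 was preincubated 15 min at room temperature with compound. Then 40 uM arachidonic acid was added, 30 min. Hydroperoxide was read by Fe-XO absorbance ratio 573/405 nm.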
HP1b binding inh: inhibitors of HP1-beta chromodomain binding to methylated histone tails; AlphaScreen HP1-beta / biotin-H3K9me3 peptide binding; Potency, µM (titrated, usually from 114 µM), without a hit: top-dose activity change, negative = inhibition, most hits filed as inhibitors; 390,000 compounds, 0.56% hits; note: potency is the fitted concentration of half-maximal effect; nearly all actives have a fitted effect of over 70% in size; inactives centre near 23
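HP1-beta protein (50 nM final) preincubated 30 min at room temperature with biotinylated H3(1-18)K9me3 peptide (50 nM) in PBS pH 7.4, 0.01% Tween-20, then compound added for 30 min. AlphaScreen streptavidin donor/nickel chelate acceptor beads (10 ug/mL final), 30 min dark, luminescence read.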
GLS inh: glutaminase GLS (human) inhibition. GLS enzymatic activity, qHTS titration. Potency, µM (top dose mostly 45.5 µM), without a hit: at the highest dose activity change, negative = inhibition, usual class: inhibitors. 410,000 compounds, 0.21% hits. AID 624170; note: potency is the fitted concentration of half-maximal effect; % is set by controls: 0 for no effect and ±100 for the full control effect
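Enzyme dispensed in phosphate buffer (45 mM, pH 8.2, 0.02% Tween-20), compounds pinned in, then 1 mM L-glutamine solution and the glutamate oxidase–HRP–Amplex Red mix added; fluorescence read immediately and again after 30 min at room temperature.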
An asterisk follows results filed as active; ? = inconclusive; . = no result given; [ ] = dose if it differs, or a comment. Unless noted, calls come from the whole dose curve; as a rule, active = well fitted curve in the direction sought with a large enough effect; inconclusive = small, poorly fitted or top-dose-only effect, or another doubt; inactive = no such curve, though single readings can be large; an effect the other way counts as inactive or inconclusive.

JMJD2A Tudor	ERG-DNA inh	BAZ2B block	PI4K2A inh	G9a inh	RGS4 inhibitor	ALOX12 inh	HP1b binding inh	GLS inh	molecule
?	1.2%	?	1.5	?	17.4%	117.7%[activator]	-12.5%	?	COc1ccccc1NC(=O)Cn1c(=O)c(CNc2ccc(C)cc2)cc2cc3c(cc21)OCCO3
-11.1%	0.6%	3.9%	-1.1	16.9%	-8.5%	16.6%	24.0%	-7.0%	COc1ccc(-c2csc3ncnc(NCCCO)c23)cc1
-3.7%	21.9%	-3.8%[57.1 µM]	-2.5	21.5%	0.2%	-1.5%	15.7%[57 µM]	3.2%	CCOC(=O)N1CCN(S(=O)(=O)N2CCCC(C(=O)NCc3ccc(OC)cc3)C2)CC1 (stereo not drawn)
-4.8%	4.5%	-19.2%	8.8	-40.4%	-7.8%	-5.9%	43.4%[activator]	-2.4%	C=CCSc1ncc(CO)n1Cc1ccccc1
49.3%[activator]	-0.5%	60.8%[activator]	-3.6	52.4%[activator]	-15.7%	-54.2%	108.2%[activator]	4.1%	COc1ccccc1NC(=O)C(C)OC(=O)CCSc1ccc(F)cc1 (stereo not drawn)
-9.1%	-1.0%	4.8%	4.7	-4.5%[12.7 µM]	-14.6%	9.5%	39.7%[activator]	-2.3%	Cc1cc(C(=O)NCc2cccnc2)cs1
-24.8%	8.0%	2.7%	-4.4	9.2%[12.7 µM]	0.5%	-10.0%	12.9%	13.2%	CCCn1c(NC(=O)C2CCN(C(=O)c3ccccc3C)CC2)nc2ccccc21
4.4%[11.4 µM]	11.7%	.	1.9	.	17.4%[11.4 µM]	-0.2%	5.9%	7.94µM*	Cc1ccccc1Cn1c(=O)c2c(nc3n2CCN3Cc2ccco2)n(C)c1=O
-4.9%	-3.2%	-30.4%	2.7	-5.0%[59 µM]	-25.2%	0.4%	10.3%	-3.7%	Cc1cc(C(=O)Nn2c(-c3ccncc3)nc3ccccc3c2=O)ccc1[N+](=O)[O-]
-2.1%	0.4%	-4.4%	7.0	.	24.7%	-1.6%	28.1%	-1.3%	Cc1ccc(C(=O)NCCN2CCOCC2)cc1C
-3.2%	11.4%	-1.0%	-3.2	-38.3%	18.3%	0.0%	35.4%	12.1%	CSc1cc(/C=N/O)c(SC)s1
-5.7%	3.7%	-0.4%	1.9	24.5%[12.7 µM]	-6.6%	-9.7%	18.1%	-0.4%	Cc1c(NC(=O)CSc2nnc(-c3cccnc3)n2N)c(=O)n(-c2ccccc2)n1C
-10.1%	13.1%	4.8%	-0.7	-4.8%[59 µM]	-47.9%	-12.7%	9.2%	2.6%	CC(=O)c1cccc(NC(=O)CSc2ncc3c(n2)-c2cc(Cl)ccc2N(Cc2ccccc2)S3(=O)=O)c1
-8.4%	-1.8%	-1.6%	3.6	.	13.7%[11.4 µM]	2.4%	21.4%	13.3%	Cc1cc(C)cc(NC(=O)CCC(=O)Nc2nnc(C(C)C)s2)c1
-21.3%	12.4%	.	1.5	.	-0.9%	-4.1%	24.7%	0.8%	C[C@H](CO)N1C[C@H](C)[C@@H](CN(C)S(=O)(=O)c2cn(C)cn2)Oc2ccc(NC(=O)C3CC3)cc2C1=O
-5.7%	-5.7%	10.5%	6.8	12.2%[12.7 µM]	-20.5%	0.0%	17.0%	-3.7%	Cc1cccc(N(C)C(=O)CCS(=O)(=O)c2cccc3nonc23)c1
?	-3.3%	-7.4%	6.6	-12.0%[2.33 µM]	-7.0%	?	13.9%	-6.1%	Cc1[nH]c2ccccc2c1C(=O)CN1C(=O)C(=O)N(CCC2=CCCCC2)C1=O
-1.4%	13.8%	-22.5%	1.3	67.1%[activator]	14.7%	43.3%[activator]	37.1%[activator]	1.2%	CCOc1ccc(/C=C/C(=O)N2CCOCC2)cc1OC
-10.3%	5.9%	-1.9%	-8.4	?	-7.2%	?	1.7%	5.9%	Fc1ccc(Nc2ccnc(Nc3ccc(F)cc3)n2)cc1
-13.4%	5.8%	0.5%	-3.9	44.7µM*	-50.5%	-11.4%	62.8%[activator]	-0.3%	CCn1c2ccc(F)cc2c2nnc(SCCN3CCOCC3)nc21
-19.3%	-2.8%	3.9%	5.0	13.4%[0.501 µM]	-20.5%	4.0%	5.9%	3.4%	COc1ccccc1NC(=O)C(C)Sc1nc2ccccc2c(=O)n1CC1CCCO1 (stereo not drawn)
-15.3%	3.9%	-20.5%	3.4	44.7µM*	?	23.5%	?	-3.2%	CC(=O)c1cccc(NC(=S)N2CCN(S(=O)(=O)c3ccccc3)CC2)c1
-18.4%	-2.1%	-8.8%	1.2	-47.4%[59 µM]	11.6%	?	12.8%	0.0%	O=C1CN(C(=O)COc2ccc(Cl)cc2Cl)C(c2ccc(F)cc2)c2cc(F)ccc2N1 (stereo not drawn)
-20.3%	0.8%	1.4%	-8.5	?	-7.2%	20.7%	35.9%[activator]	-7.9%	O=C(NCC(=O)N(Cc1ccco1)C(C(=O)NC1CCCCC1)c1cccnc1)c1cccs1 (stereo not drawn)
-13.5%	-2.0%	-2.6%	-1.3	16.6%	35.3%	-45.2%	22.8%	3.5%	CC(C)CC(NC(=O)c1ccc(Cl)cc1)C(=O)O (stereo not drawn)

Continued.
JMJD2A Tudor	ERG-DNA inh	BAZ2B block	PI4K2A inh	G9a inh	RGS4 inhibitor	ALOX12 inh	HP1b binding inh	GLS inh	molecule
0.0%	-9.6%	-0.8%	-2.4	11.5%[59 µM]	-38.4%	0.0%	47.4%	-10.8%	COc1ccc(CCNC(=O)C(=O)N2CCCCC2)cc1OC
-5.9%	-2.0%	-0.7%	-1.5	3.5%	21.9%	4.0%	31.9%	-0.2%	CCOP(=O)(OCC)C(NC(=O)Nc1ccc(Cl)cc1)C(=O)N(CC)CC (stereo not drawn)
-11.9%	-7.5%	.	2.2	.	1.1%	2.1%	34.3%	1.0%	CC12CCC(=O)C=C1CCC1C3CC(O)C(O)(C(=O)CO)C3(C)CC(O)C12F (stereo not drawn)
-7.5%	3.5%	-32.9%	-4.0	-10.4%	4.7%	33.2%[activator]	15.5%	4.3%	CCC1=NN2C(=N)/C(=C\c3ccc(OCCOc4ccccc4OC)cc3)C(=O)N=C2S1
-5.3%	-6.0%	-11.7%	6.3	2.3%	8.9%[11.4 µM]	-5.4%	56.8%[activator]	-12.9%	O=C(COC(=O)CCCC1=NS(=O)(=O)c2ccccc2N1)Nc1ccccc1
36.6%[activator]	.	34.6%	-1.8	69.6%[activator][59 µM]	-0.7%	11.4%	107.3%[activator]	0.5%	CCOc1cc(C)cc2oc(=O)cc(-c3ccccc3)c12
14.5%	6.2%	7.7%	3.4	?	-4.0%	-26.7%	45.9%[activator]	-5.5%	c1ccc(CSc2nnnn2-c2cccc3ccccc23)nc1
?	.	-10.6%	4.8	?	-7.6%	-4.6%	1.3%	35.4%[activator]	COc1ccccc1N1CCN(C/C(O)=C(\C#N)c2nc(-c3ccccc3)cs2)CC1
-6.8%[11.4 µM]	-9.9%	10.0%	-1.7	-26.3%[0.501 µM]	-2.8%[11.4 µM]	?	51.6%[activator]	-7.1%	CC(C)CC1CC(=O)OC1(C)C(=O)CSc1nc2ccccc2s1 (stereo not drawn)
-31.7%	-1.7%	?	-2.8	?	24.2%	-21.6%	22.3%	-13.1%	COc1cc(NC(=O)CC2C(=O)N(c3cccc(C)c3)C(=O)N2Cc2ccco2)cc(OC)c1 (stereo not drawn)
-21.3%	5.7%	-15.0%	-0.9	0.7%[59 µM]	-2.6%	-5.1%	-14.9%	-10.6%	CCCc1nn2c(=O)cc(COC(=O)c3ccc4c(c3)OCO4)nc2s1
17.9%	0.3%	0.2%	3.2	-43.1%[59 µM]	5.5%	?	68.9%[activator]	-5.5%	O=S(=O)(c1ccc2nc(Nc3cccc(F)c3)ccc2c1)N1CCCC1
-12.9%	3.2%	-7.5%	-4.3	42.1%	23.4%	6.7%	24.9%	-2.2%	O=[N+]([O-])c1cccc(S(=O)(=O)N2CCc3ccccc3C2)c1
?	-8.2%	14.2%	2.0	?	-5.8%	0.0%	1.3%	2.9%	O=C(NC(=S)Nc1cccc(F)c1)c1cccc([N+](=O)[O-])c1
-22.5%	3.0%	-27.9%	2.3	-12.4%	13.4%	-26.6%	-4.6%	-3.3%	Cc1ccc(C(=O)NCCc2c[nH]c3ccccc23)s1

A stretch from further up:
JMJD2A Tudor	ERG-DNA inh	BAZ2B block	PI4K2A inh	G9a inh	RGS4 inhibitor	ALOX12 inh	HP1b binding inh	GLS inh	molecule
-21.3%	5.7%	-15.0%	-0.9	0.7%[59 µM]	-2.6%	-5.1%	-14.9%	-10.6%	CCCc1nn2c(=O)cc(COC(=O)c3ccc4c(c3)OCO4)nc2s1
17.9%	0.3%	0.2%	3.2	-43.1%[59 µM]	5.5%	?	68.9%[activator]	-5.5%	O=S(=O)(c1ccc2nc(Nc3cccc(F)c3)ccc2c1)N1CCCC1
-12.9%	3.2%	-7.5%	-4.3	42.1%	23.4%	6.7%	24.9%	-2.2%	O=[N+]([O-])c1cccc(S(=O)(=O)N2CCc3ccccc3C2)c1

This is a subset; count on the stated rates, not on these rows.
